hcDAF-12 act: H. contortus DAF-12 nuclear receptor activators, primary screen, cell-based, luminescence, HEK293, lit1-tk-luc reporter | HEK293 hcDAF-12 lit1-tk-luc reporter; 0% DMSO, 100% Δ7-dafachronic acid | activation, % at 6.8 µM | AID 652067, 2013 | 1.4% of 370,000 active;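 active means activation above the mean of all tested compounds plus 3 SD, cut at about 5.5% in these data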;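 further: 100% = response to 3 µM Δ7-dafachronic acid high control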
SMARCA2 activ: SMARCA2 (BRM) function activators, primary screen, cell-based, luminescence, high throughput; MG213 cells, MMTV-luciferase reporter, dexamethasone, overnight; activation, % at 9.1 µM; 1% of 370,000 active; in the data active means activation above about 7.8%;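 further: 0% = vehicle wells and 100% = reference activator wells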
NPR2 activator: human GC-B receptor activators, primary screen, HEK293 GC-B cells, cGMP TR-FRET, EC30 CNP; 0.11% of 370,000 active; 0% at EC30 CNP, 100% saturating CNP; activation, % at 10 µM;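 active means activation at 10 µM reaching about 35% in either raw or pattern-adjusted values, limit read from the data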
Target sequence (P20594 whole entry, looked up): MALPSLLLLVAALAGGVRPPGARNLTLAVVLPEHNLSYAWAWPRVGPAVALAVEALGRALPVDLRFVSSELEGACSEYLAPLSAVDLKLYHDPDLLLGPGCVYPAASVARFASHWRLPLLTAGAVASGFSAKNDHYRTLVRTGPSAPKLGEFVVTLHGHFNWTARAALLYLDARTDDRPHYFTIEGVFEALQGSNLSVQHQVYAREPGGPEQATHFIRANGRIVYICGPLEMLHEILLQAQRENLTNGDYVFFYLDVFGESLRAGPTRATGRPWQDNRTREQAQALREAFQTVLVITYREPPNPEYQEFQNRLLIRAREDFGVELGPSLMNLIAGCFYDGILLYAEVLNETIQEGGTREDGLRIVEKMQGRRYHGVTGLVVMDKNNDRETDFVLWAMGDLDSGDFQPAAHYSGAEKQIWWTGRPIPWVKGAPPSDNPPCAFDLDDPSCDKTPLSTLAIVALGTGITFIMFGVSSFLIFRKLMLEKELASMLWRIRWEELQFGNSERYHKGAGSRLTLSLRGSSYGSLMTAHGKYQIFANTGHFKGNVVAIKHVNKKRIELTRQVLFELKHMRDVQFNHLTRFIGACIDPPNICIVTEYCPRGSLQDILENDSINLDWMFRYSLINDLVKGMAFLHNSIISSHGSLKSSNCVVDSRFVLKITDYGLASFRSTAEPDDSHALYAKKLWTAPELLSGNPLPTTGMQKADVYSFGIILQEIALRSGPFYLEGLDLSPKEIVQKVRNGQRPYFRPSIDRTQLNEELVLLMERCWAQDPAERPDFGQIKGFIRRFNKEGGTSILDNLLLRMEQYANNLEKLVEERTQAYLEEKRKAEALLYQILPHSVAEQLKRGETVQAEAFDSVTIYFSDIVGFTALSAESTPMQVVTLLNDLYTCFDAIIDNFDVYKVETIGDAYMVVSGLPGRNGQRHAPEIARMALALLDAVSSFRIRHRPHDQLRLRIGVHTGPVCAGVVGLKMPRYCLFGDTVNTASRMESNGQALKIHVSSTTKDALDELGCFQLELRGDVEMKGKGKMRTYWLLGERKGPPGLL
hgDAF-12 ag: H. glycines DAF-12 receptor agonists, primary screen, cell-based, luminescence, HEK293, GAL4 fusion, UAS-luciferase | Nuclear hormone receptor DAF-12 (Heterodera glycines), GAL4 fusion | HEK293 GAL4-hgDAF12 UAS-luciferase reporter, agonist luminescence; normalized to butyrate control | activation, % at 6.8 µM | 1.8% of 370,000 active | AID 687014, 2013;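 active means activation above a cutoff set at the mean of all screened compounds plus 3 SD, cut at about 10% in these data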;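 further: 0% = DMSO wells and 100% = sodium butyrate wells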
sPLA2-III inh: human group III sPLA2 inhibitors, primary screen, biochemical, QFRET, BODIPY PC-A2 liposome substrate. Group 3 secretory phospholipase A2 (Homo sapiens), Q9NZ20. 0.56% of 370,000 active. QFRET BODIPY PC-A2 liposome hydrolysis, fluorescence. inhibition, % at 12.2 µM. AID 743126, 2013;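 active means inhibition above mean plus 3 SD of compounds lying within the high and low control bounds, cut at about 19% in these data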;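 further: 0% = median of test compound wells and 100% = no enzyme DMSO wells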
GAA850 FXN act: FXN promoter activators, primary screen, cell-based, luciferase luminescence, HEK293 lucGAA850; activation, % at 6 µM; AID 540364, 2011; 0.56% of 360,000 active; HEK293 lucGAA850 FXN promoter luciferase reporter, 24 h; percent of 10 µM SAHA response;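 active means activation above the average of all compounds screened plus 3 SD, cutoff fixed separately per campaign, cut at about 7.5% in these data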;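 further: 0% = DMSO wells and 100% = 10 µM SAHA wells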
ssDAF12 agonist: S. stercoralis DAF-12 nuclear receptor activators, primary screen, cell-based, luminescence, HEK293, GRIP1 co-expression, lit1-tk-luc | Nuclear hormone receptor DAF-12 (Strongyloides stercoralis) | 1% of 370,000 active | activation, % at 6.8 µM | HEK293 ssDAF-12/GRIP1 lit1-tk-luc reporter; % of 3 µM dafachronic acid response;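 active means activation above the mean over all tested compounds plus 3 SD, cut at about 0.9% in these data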;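 further: 0% = DMSO-only wells and 100% = 3 µM delta7-dafachronic acid wells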
proKLK7 act: proKLK7 zymogen activators, primary screen, biochemical, fluorescence intensity; Kallikrein-7 (Homo sapiens), P49862; purified proKLK7, EDANS-DABCYL substrate fluorescence; 100% is mature enzyme control, 0% vehicle; activation, % at 7 µM; 0.9% of 370,000 active; AID 652039, 2013;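 active means activation above the mean of all tested compounds plus 3 SD, computed per campaign excluding outliers beyond control limits, cut at about 13% in these data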
DAX1 inh-1: DAX1 (NR0B1) inhibitors, primary screen, cell-based, HEK293, Gal4-DAX1, luciferase luminescence; inhibition, % at 6.75 µM; 0.99% of 340,000 active; HEK293 Gal4-DAX1 luciferase reporter; AID 504766, 2011;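 active means inhibition above the mean over all tested compounds plus 3 SD, cut at about 4.2% in these data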;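 further: 0% = DAX1-transfected cells with DMSO and 100% = empty-vector control cells with DMSO; inhibition shows as a rise in luminescence from relieved DAX1 repression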
DAX1 inh-2: DAX1 (NR0B1) inhibitors on StAR promoter, primary screen, cell-based, luminescence, SF-1 (NR5A1), full-length DAX-1. inhibition, % at 6.8 µM. AID 652010, 2013. 1.1% of 370,000 active. HEK293T StAR-luciferase reporter, SF-1/DAX-1 repression relief;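 active means inhibition above the mean over all tested compounds plus 3 SD, cut at about 3.6% in these data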;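 further: 0% = DAX-1 cells with DMSO and 100% = cells lacking DAX-1 with DMSO; higher inhibition means more luminescence from relief of DAX-1 repression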
NPR1 activator: GC-A stimulated cGMP production enhancers – HEK293 GC-A cells, cGMP TR-FRET, EC30 ANP, primary screen. Atrial natriuretic peptide receptor 1 (Homo sapiens), P16066. 0% at EC30 ANP, 100% saturating ANP. activation, % at 10 µM. 0.14% of 370,000 active; in the data active means activation above about 40%
Starred values were filed as active, the others as inactive; nt = no result given.

SMILES | hcDAF-12 act | SMARCA2 activ | NPR2 activator | hgDAF-12 ag | sPLA2-III inh | GAA850 FXN act | ssDAF12 agonist | proKLK7 act | DAX1 inh-1 | DAX1 inh-2 | NPR1 activator
O=C(CC1OCC2CCCN2C1=O)Nc1ccc([N+](=O)[O-])cc1 (stereo not given) | 1.9 | -2 | 2 | 0.7 | -6 | -0.6 | -1.4 | 0.6 | 1.3 | -0.1 | 4
CCOc1ccc(NC(=O)CCC(=O)c2ccc(Br)cc2)cc1 | -0.7 | -1 | -3 | 0.0 | 1 | 0.6 | -1.2 | 0.2 | -0.6 | 0.2 | -5
COc1cc(CNC(=O)C2CCCC2)cc(OC)c1OC | -0.3 | 0 | -2 | -0.6 | 2 | -0.1 | -1.5 | 0.8 | 1.6 | -0.2 | 4
Cc1ccc(C(=O)NC2CCCN(c3ccc(C(F)(F)F)cn3)C2)cn1 (stereo not given) | -0.6 | -1 | -5 | -1.2 | 3 | 1.9 | -0.4 | 0.4 | 0.8 | 1.6 | 2
COC(=O)C1CN(S(=O)(=O)c2ccc(NC(C)=O)cc2)CCS1 (stereo not given) | -0.8 | 3 | -5 | -1.7 | 15 | -0.8 | -1.1 | -0.2 | 1.3 | 0.1 | 1
CCN(C(=O)Cn1c(=O)oc2ccccc21)c1cccc(C(F)(F)F)c1 | -1.5 | -2 | 1 | 0.3 | -3 | 0.9 | -0.8 | 0.6 | 0.0 | -0.3 | -3
CCOc1ccc2nc3sc(C(=O)N4CCN(C)CC4)c(N)c3cc2c1 | 0.9 | 7 | 3 | 3.2 | 2 | 0.1 | -1.0 | 2.0 | -0.3 | 1.2 | 13
CCOc1ccc(N(C(=O)CNC(=O)c2ccco2)C(C(=O)NC2CCCC2)c2cccnc2)cc1 (stereo not given) | 0.6 | 1 | 1 | 4.1 | 3 | 2.2 | -0.7 | -0.1 | 5.9* | 0.6 | -3
CCCCNC(=O)c1ccccc1NC(=O)CCC | -2.4 | 0 | 1 | 0.6 | -4 | -1.4 | -1.5 | 0.8 | -1.1 | 0.3 | -1
N#CC1(NC(=O)COc2ccccc2[N+](=O)[O-])CCCCC1 | 0.0 | 0 | -9 | -0.8 | 6 | 1.5 | -0.7 | -0.5 | 0.3 | -1.5 | 2
Cc1ccc(C(=O)NCc2ccc(Cl)cc2)cc1S(=O)(=O)N1CCCCC1 | 0.0 | -1 | 4 | -1.1 | -5 | 0.3 | -1.0 | 0.2 | -1.0 | -2.1 | 2
Clc1ccc(Cc2ccccc2)nn1 | -1.0 | 2 | 3 | -0.3 | 0 | -0.5 | -1.7 | -0.1 | 2.0 | -0.1 | 1
O=C(CN1C(=O)COc2ccccc21)NNC(=O)Nc1ccccc1F | 1.7 | -2 | 1 | 2.0 | -4 | 2.0 | -1.4 | -0.6 | -0.3 | 0.0 | -1
O=C(NNC1=NS(=O)(=O)c2ccccc21)c1cccc([N+](=O)[O-])c1 | -0.4 | 0 | 8 | 0.9 | 1 | 1.9 | -1.7 | 0.1 | -1.8 | -0.1 | 4
CC(=NNC(=O)c1ccncc1)c1ccc(Cl)c(Cl)c1 | 1.9 | -2 | -2 | 5.1 | -2 | -0.6 | -1.0 | 0.5 | 0.1 | 0.7 | -5
COc1cc(CCCN2C(=O)C(=O)NC[C@@H]2c2ccccc2)cc(OC)c1OC | -0.9 | 0 | 2 | 0.0 | 0 | -1.3 | -1.1 | 0.7 | -0.3 | -0.5 | -1
Cc1cc(C)nc(N2CCCC(C(=O)NCC(c3ccccc3)c3ccccc3)C2)n1 (stereo not given) | -1.4 | -4 | -4 | -0.8 | 6 | -1.3 | -0.9 | -0.1 | -0.9 | -0.2 | -8
Cc1cc(Br)c(NC(=O)Cn2c([N+](=O)[O-])cnc2C)cc1C | -0.6 | -1 | 2 | -1.9 | 1 | 1.5 | -1.0 | 0.0 | -0.8 | -0.5 | 0
C=CCn1c(C)c(C(C)=O)c(N2CCOCC2)nc1=S | 0.8 | 1 | 5 | 4.3 | -3 | -0.1 | -0.8 | 0.3 | 1.1 | -0.3 | 1
Cc1nc(N2CCCCC2)c2ccsc2n1 | -1.2 | -2 | 1 | 5.4 | 1 | 5.8 | -1.5 | 0.9 | -1.8 | -0.8 | -2
O=C(CSc1nnc(SCC(=O)NCc2ccc3c(c2)OCO3)s1)NCc1ccc2c(c1)OCO2 | -0.3 | -2 | 3 | 1.1 | 2 | -1.6 | -1.5 | 0.3 | 1.0 | 0.3 | -4
CCOC(=O)c1ccc(N=C2SC(C(=O)Nc3ccc(C(=O)O)cc3)CC(=O)N2Cc2cccs2)cc1 (stereo not given) | -1.1 | -3 | 0 | -1.9 | -2 | 1.1 | -1.2 | -0.1 | 0.2 | 0.6 | -6
Cc1nc2ccccc2nc1CN1CCN(Cc2ccc(F)c(F)c2)C(CCO)C1 (stereo not given) | 1.7 | 2 | 0 | -3.4 | 3 | 0.4 | -0.1 | -0.1 | 0.7 | -0.3 | -1
O=C(COC(=O)CSc1ccc([N+](=O)[O-])cc1)NCCCc1ccccc1 | -0.2 | -3 | -4 | 0.1 | -48 | 0.9 | -1.1 | 0.4 | 0.1 | -0.4 | 2
CC(C)C[C@@H](CN1CCCC1CN1C(=S)NC[C@@H]1Cc1ccccc1)N1C[C@H](Cc2ccccc2)N(CC2CCCCCC2)C1=S (stereo not given in full) | -0.1 | 0 | 4 | 2.0 | -3 | nt | 0.0 | 1.0 | nt | 0.7 | 3

Copied from the list:
DAX1 inh-2, C=CCn1c(C)c(C(C)=O)c(N2CCOCC2)nc1=S is entered as -0.3
sPLA2-III inh, CCOc1ccc2nc3sc(C(=O)N4CCN(C)CC4)c(N)c3cc2c1 is entered as 2
sPLA2-III inh, CCCCNC(=O)c1ccccc1NC(=O)CCC is entered as -4

Carrying on.
SMILES | hcDAF-12 act | SMARCA2 activ | NPR2 activator | hgDAF-12 ag | sPLA2-III inh | GAA850 FXN act | ssDAF12 agonist | proKLK7 act | DAX1 inh-1 | DAX1 inh-2 | NPR1 activator
CCC1(C)Cc2ccccc2-c2nc(SCC(N)=O)[nH]c(=O)c21 (stereo not given) | -1.3 | -2 | 2 | 2.2 | -4 | 0.3 | -0.9 | 0.0 | 0.7 | 0.8 | 5
COCCCNC(=O)Cn1nnc(-c2ccc(NC(=O)c3ccccc3F)cc2)n1 | 0.3 | 1 | 3 | 1.9 | -11 | 2.5 | -0.8 | 0.5 | -0.1 | 0.1 | 0
CCCC(=O)Nc1cc2c(cc1C(C)=O)OCCO2 | -1.2 | -1 | 1 | -1.5 | 2 | -2.0 | -1.2 | 3.5 | 1.2 | -0.9 | 2
Cc1cccc(CS(=O)(=O)c2cn(CC(=O)N3CCOCC3)c3ccccc23)c1 | 2.2 | 3 | -4 | 0.9 | -1 | -0.5 | -0.6 | -0.8 | -0.3 | 0.4 | 3
COc1ccc(C2C(C(=O)c3ccccc3)N3c4ccccc4C=CC3C2[N+](=O)[O-])cc1 (stereo not given) | 5.5 | 0 | -8 | 4.0 | -24 | 0.6 | -0.4 | 2.4 | 0.8 | 0.3 | -25
Cc1cccc(COC[C@H](Cc2ccccc2)N2CCN(C(=O)c3cccc(C)c3)CCC2=O)c1 | 0.0 | 0 | 0 | -1.1 | -8 | nt | -1.1 | -0.1 | nt | -2.5 | -1
CC(C)CCNC(=O)CCCOc1ccccc1 | 0.6 | 3 | 6 | -0.8 | 6 | -0.8 | -1.0 | -0.4 | -0.7 | 0.6 | 0
Cc1ccc(S(=O)(=O)N2CCN(C(=O)COC(=O)c3cc([N+](=O)[O-])ccc3NCCO)CC2)c(C)c1 | -0.9 | -2 | 0 | -2.0 | -6 | -0.8 | -1.6 | 0.7 | 0.6 | -1.5 | -2
Cc1c(NC(=O)c2cccc(NC(=O)COc3ccc(C#N)cc3)c2)c(=O)n(-c2ccccc2)n1C | -0.6 | -2 | 0 | 0.6 | 13 | -1.4 | -1.1 | 0.3 | -1.0 | -1.3 | 1
COc1cc(C)nc(NCc2ccccc2)n1 | -2.0 | 0 | 3 | -0.1 | -5 | 0.3 | -1.2 | 0.4 | 1.0 | 0.1 | -5
COc1ccc(C)cc1NC(=O)c1ccc(OC(F)F)cc1 | 5.3 | -3 | -8 | 1.2 | 10 | 2.2 | -0.6 | -0.2 | 1.3 | -0.3 | -4
Cc1ccc2nc(SCC(=O)NCc3ccc(S(N)(=O)=O)cc3)[nH]c2c1 | -1.9 | -2 | 0 | -0.5 | -6 | 1.7 | -0.8 | -0.1 | 1.6 | 0.1 | 0
COc1ccc(NC(=O)Nc2nc(C(N)C3CCCCC3)cs2)cc1 (stereo not given) | -0.1 | -2 | 2 | 0.5 | 6 | -0.6 | -1.7 | -0.7 | nt | 0.7 | 4
CN(C)CCN1C(=O)C2C(C(=O)Nc3cc(Cl)cc(Cl)c3)C3C=CC2(O3)C1C(=O)NC1CCCCC1 (stereo not given) | 3.2 | -3 | -2 | 1.3 | -5 | 3.1 | 0.1 | 0.2 | 0.4 | 0.8 | -4
CC1CCC(CC(=O)O)(C(=O)O)CC1 (stereo not given) | -2.5 | 0 | 0 | 0.7 | 8 | -0.1 | -1.6 | -0.5 | 0.8 | 1.1 | -1
Cc1nc2nc(C)n(-c3ccccc3)c2s1 | 0.3 | 1 | 7 | -0.8 | -1 | 2.7 | -0.8 | -0.1 | 1.8 | 0.9 | 6
COc1cccc(OC)c1C(=O)Nc1ccc2c3c(cccc13)CC2 | -2.7 | -1 | -6 | -1.3 | -1 | 0.4 | -1.5 | -0.5 | 1.7 | -0.2 | -5
O=C(O)CN1C(=O)/C(=C\c2cn(CC(=O)N3CCOCC3)c3ccccc23)SC1=S | 0.9 | -3 | -1 | -2.1 | -6 | 1.5 | -0.2 | -0.3 | 0.4 | 0.4 | -10
Cc1ccc(/C=N\NC(=O)Cc2cccn2C)o1 | -1.2 | 0 | -4 | -1.2 | 2 | 1.2 | -1.3 | 0.0 | nt | 0.0 | 1
O=C(N/N=C/c1ccc(Cl)cc1Cl)c1ccncc1 | -2.2 | 0 | 0 | 3.3 | 1 | 2.2 | -0.7 | 0.3 | 1.2 | -1.0 | 1

Source: PubChem (several laboratories)
